NCI-60 one-dose screen, 48 h, at 10 µM unless noted. Numbers give growth in % (100 = growth as untreated, 0 = no growth, -100 = all killed).
EKVX = EKVX NSCLC; actives 3% (n = 71,000)
MOLT-4 = MOLT-4 leukemia cells | actives 6.9% (n = 80,000) | AID 1794779
HOP-92 = HOP-92 NSCLC cells; actives 6.3% (n = 71,000); AID 1794738
CCRF-CEM = CCRF-CEM leukemia; AID 1794778; actives 7% (n = 77,000)
RPMI-8226 = RPMI-8226 leukemia cells; actives 7.5% (n = 77,000); AID 1794781
M14 = M14 melanoma. actives 6.2% (n = 80,000)
A549/ATCC = A549/ATCC NSCLC; actives 3.7% (n = 81,000); AID 1794740
HOP-62 = HOP-62 NSCLC; actives 3.9% (n = 80,000)
Numbers without * were called inactive; [ ] = dose if it differs, or a comment. Rule for the calls: active = growth percent below 10; inactive = the rest.

Results for c1c2c(cc3c1OCO3)Cc1cc3c(cc1Cc1cc4c(cc1C2)OCO4)OCO3 ?
MOLT-4: 116; HOP-92: 97; CCRF-CEM: 112; RPMI-8226: 111; M14: 104; A549/ATCC: 92; HOP-62: 109

What do the screens show for `COc1ccc(/C=C2\SC(=NCc3ccco3)NC2=O)cc1`?
EKVX: 79; MOLT-4: 93; HOP-92: 75; CCRF-CEM: 86; RPMI-8226: 98; M14: 100; A549/ATCC: 82; HOP-62: 100

Results for NS(=O)(=O)c1ccc(NC(=O)CSc2nc3nc(-c4cccs4)cc(-c4cccs4)c3c(=O)[nH]2)cc1 ?
EKVX: 69; MOLT-4: 91; HOP-92: 79; RPMI-8226: 87; M14: 96; A549/ATCC: 82; HOP-62: 97

Results for Cn1c([N+](=O)[O-])cnc1/C=C1\Oc2cc(Cl)ccc2C1=O ?
CCRF-CEM: -0.7*; RPMI-8226: 12; M14: -35*; A549/ATCC: 4.0*; HOP-62: 16

Results for COc1ccc(Oc2nc(Cl)ncc2NC(=S)NC(=O)c2ccccc2)cc1 ?
EKVX: 91; MOLT-4: 78; HOP-92: 17; CCRF-CEM: 60; RPMI-8226: 56; M14: 83; A549/ATCC: 64; HOP-62: 107

How did COc1ccc(C2CC(c3cc4ccccc4oc3=O)=NN2c2ccc(S(N)(=O)=O)cc2)cc1OC (configuration not stated) do in these assays?
MOLT-4: 86; HOP-92: 78; CCRF-CEM: 89; RPMI-8226: 77; M14: 83; A549/ATCC: 82; HOP-62: 94

How did COCCn1c(C)nc2ccccc2c1=O do in these assays?
MOLT-4: 37; HOP-92: 22; CCRF-CEM: 71; RPMI-8226: 57; M14: 67; A549/ATCC: 60; HOP-62: 68

What do the screens show for `c1ccc(CN2C(c3ccccc3)=Nc3ccccc3C2c2c[nH]c3ccccc23)cc1` (configuration not stated)?
EKVX: 37; MOLT-4: 2.6*; HOP-92: -2.7*; CCRF-CEM: 32; RPMI-8226: 5.0*; M14: 29; A549/ATCC: 66; HOP-62: 47

Results for Cc1nc2ccc(OCc3cn(Cc4ccccc4)nn3)cc2c(=O)n1CC(=O)NO ?
EKVX: 103; MOLT-4: 95; HOP-92: 105; CCRF-CEM: 96; RPMI-8226: 101; M14: 98; A549/ATCC: 94; HOP-62: 96

What do the screens show for `O=C(Nc1ccc(Oc2cccc(F)c2)c(Cl)c1)c1cnccn1`?
EKVX: 51; MOLT-4: 41; HOP-92: 52; CCRF-CEM: 18; RPMI-8226: 18; M14: 26; A549/ATCC: 39; HOP-62: 42

What do the screens show for `O=C(CNc1nc(-c2ccccc2)cs1)Nc1ccccc1`?
EKVX: -93*; MOLT-4: -3.9*; HOP-92: -8.9*; CCRF-CEM: 15; RPMI-8226: 8.7*; M14: -74*; A549/ATCC: 7.1*; HOP-62: -63*

What do the screens show for `Cn1cc(C2=C(c3cccc4ccccc34)C(=O)N(O)C2=O)c2ccccc21`?
EKVX: 96; MOLT-4: 103; HOP-92: 71; CCRF-CEM: 94; RPMI-8226: 76; M14: 99; A549/ATCC: 100; HOP-62: 87

How did NS(=O)(=O)c1ccc(Nc2cc(-c3ccccc3)nc(SCC(=O)c3ccc(Br)cc3)n2)cc1 do in these assays?
EKVX: 98; MOLT-4: 84; CCRF-CEM: 92; RPMI-8226: 102; M14: 92; A549/ATCC: 94; HOP-62: 114

Results for Cc1ccc2c(C)nc(Nc3nc(C)cc(-c4ccccc4)n3)nc2c1 ?
MOLT-4: 100; HOP-92: 77; CCRF-CEM: 86; RPMI-8226: 80; M14: 93; A549/ATCC: 95; HOP-62: 89

What do the screens show for `CCOC(=O)n1c2ccccc2c(=O)n1CCO`?
EKVX: 85; MOLT-4: 107; HOP-92: 98; CCRF-CEM: 126; RPMI-8226: 117; M14: 109; A549/ATCC: 77; HOP-62: 81

Results for O=C1NC(=O)c2ccccc21 ?
MOLT-4: 92; HOP-92: 87; CCRF-CEM: 65; RPMI-8226: 105; M14: 98; A549/ATCC: 101; HOP-62: 102

Results for Cc1ccc(-c2cc(-c3cc4ccccc4oc3=O)on2)cc1 ?
EKVX: 74; HOP-92: 67; CCRF-CEM: 68; RPMI-8226: 77; M14: 97; HOP-62: 86

How did C[n+]1ccc(C#N)c2ccccc21 do in these assays?
MOLT-4: 65; CCRF-CEM: 54; RPMI-8226: 95; M14: 99; A549/ATCC: 106; HOP-62: 94

How did O=C(O)/C=C/C(=O)NCc1ccccc1 do in these assays?
MOLT-4: 101; RPMI-8226: 95; M14: 103; HOP-62: 101

What do the screens show for `CCSc1nnc(-c2cnn3c2NC(c2ccccc2)C3)n1-c1ccccc1` (configuration not stated)?
EKVX: 93; MOLT-4: 66; HOP-92: 97; CCRF-CEM: 108; RPMI-8226: 109; M14: 95; A549/ATCC: 90; HOP-62: 109

How did CC1CCOC(c2ccc(Cl)cc2Cl)O1 (configuration not stated) do in these assays?
EKVX: 104; MOLT-4: 107; CCRF-CEM: 98; RPMI-8226: 103; M14: 99; A549/ATCC: 101; HOP-62: 95

How did Cn1c(O)c(/C=C2\C=c3ccccc3=N\C2=N\c2nc3ccccc3s2)c(=O)n(C)c1=O do in these assays?
EKVX: 96; MOLT-4: 109; HOP-92: 101; CCRF-CEM: 109; RPMI-8226: 118; M14: 109; A549/ATCC: 98; HOP-62: 97

What do the screens show for `OCC1OC(n2cnc3c(Cl)ncnc32)CC1O` (configuration not stated)?
EKVX: 113; MOLT-4: 92; HOP-92: 90; CCRF-CEM: 98; RPMI-8226: 98; M14: 104; A549/ATCC: 104; HOP-62: 114

What do the screens show for `O=C(Nc1cccc2ccccc12)c1cc2ccccc2cc1O`?
EKVX: 15; MOLT-4: 21; HOP-92: -22*; CCRF-CEM: 17; RPMI-8226: 15; M14: 32; A549/ATCC: 11; HOP-62: 13

What do the screens show for `CCOC(=O)C(=O)CC(=O)N1C(=S)NC(=O)C1CC(C)C` (configuration not stated)?
EKVX: 98; MOLT-4: 108; HOP-92: 100; CCRF-CEM: 100; RPMI-8226: 107; A549/ATCC: 103; HOP-62: 101

Results for Clc1ccc(Nc2ccnc3[nH]c4ccc(Br)cc4c23)cc1 ?
EKVX: 70; MOLT-4: 85; HOP-92: 68; CCRF-CEM: 94; RPMI-8226: 79; M14: 87; A549/ATCC: 82; HOP-62: 100

How did COc1ccc(C2=C(c3cn(C)c4ccccc34)C(=O)NC2)cc1OC do in these assays?
EKVX: 81; MOLT-4: 97; HOP-92: 79; CCRF-CEM: 97; M14: 99; A549/ATCC: 84; HOP-62: 64

Results for COc1cc2c(C)cc(=O)oc2cc1O ?
MOLT-4: 86; HOP-92: 98; CCRF-CEM: 96; RPMI-8226: 101; M14: 104; A549/ATCC: 106; HOP-62: 93

What do the screens show for `CCO/C=C1\C(=O)N(C(C)=O)c2cc(OC)c(OC)cc21`?
EKVX: 94; MOLT-4: 110; CCRF-CEM: 104; RPMI-8226: 98; M14: 110; A549/ATCC: 102; HOP-62: 97

What do the screens show for `O=C(/C=C/c1ccc(Cl)cc1)c1c(O)c2ccccc2oc1=O`?
EKVX: 94; MOLT-4: 97; HOP-92: 105; CCRF-CEM: 103; RPMI-8226: 112; M14: 94; A549/ATCC: 93; HOP-62: 95

In the list so far, these contain a carbonyl joined to an NH by a bond outside any ring.
Results for NS(=O)(=O)c1ccc(NC(=O)CSc2nc3nc(-c4cccs4)cc(-c4cccs4)c3c(=O)[nH]2)cc1 ?
EKVX: 69; MOLT-4: 91; HOP-92: 79; RPMI-8226: 87; M14: 96; A549/ATCC: 82; HOP-62: 97

Results for COc1ccc(Oc2nc(Cl)ncc2NC(=S)NC(=O)c2ccccc2)cc1 ?
EKVX: 91; MOLT-4: 78; HOP-92: 17; CCRF-CEM: 60; RPMI-8226: 56; M14: 83; A549/ATCC: 64; HOP-62: 107

Results for Cc1nc2ccc(OCc3cn(Cc4ccccc4)nn3)cc2c(=O)n1CC(=O)NO ?
EKVX: 103; MOLT-4: 95; HOP-92: 105; CCRF-CEM: 96; RPMI-8226: 101; M14: 98; A549/ATCC: 94; HOP-62: 96

What do the screens show for `O=C(Nc1ccc(Oc2cccc(F)c2)c(Cl)c1)c1cnccn1`?
EKVX: 51; MOLT-4: 41; HOP-92: 52; CCRF-CEM: 18; RPMI-8226: 18; M14: 26; A549/ATCC: 39; HOP-62: 42

What do the screens show for `O=C(CNc1nc(-c2ccccc2)cs1)Nc1ccccc1`?
EKVX: -93*; MOLT-4: -3.9*; HOP-92: -8.9*; CCRF-CEM: 15; RPMI-8226: 8.7*; M14: -74*; A549/ATCC: 7.1*; HOP-62: -63*

How did O=C(O)/C=C/C(=O)NCc1ccccc1 do in these assays?
MOLT-4: 101; RPMI-8226: 95; M14: 103; HOP-62: 101

What do the screens show for `O=C(Nc1cccc2ccccc12)c1cc2ccccc2cc1O`?
EKVX: 15; MOLT-4: 21; HOP-92: -22*; CCRF-CEM: 17; RPMI-8226: 15; M14: 32; A549/ATCC: 11; HOP-62: 13

(listing goes on)
Results for COc1ccc(-c2ccnc3c(C#N)c(SC)nn23)cc1OC ?
EKVX: 71; MOLT-4: 106; HOP-92: 87; CCRF-CEM: 96; RPMI-8226: 90; M14: 99; A549/ATCC: 76; HOP-62: 78

Results for CC(=O)c1ccc(OCc2cn(CC(=O)Nc3nc4ccccc4s3)nn2)cc1 ?
EKVX: 95; MOLT-4: 100; HOP-92: 97; CCRF-CEM: 103; RPMI-8226: 93; M14: 99; A549/ATCC: 104; HOP-62: 102

Results for CCOC(=O)c1c(C)nc2c(c1N)CC(=O)N2[C@@H](C)c1ccccc1 ?
EKVX: 91; MOLT-4: 77; HOP-92: 103; CCRF-CEM: 106; RPMI-8226: 75; M14: 114; A549/ATCC: 85; HOP-62: 80

How did O=C(Nc1nc(C(=O)N2CCN(C(c3ccccc3)c3ccccc3)CC2)cs1)c1ccc(NCCc2ccccc2)c([N+](=O)[O-])c1 do in these assays?
EKVX: 77[5.5 µM]; HOP-92: 61[5.5 µM]; CCRF-CEM: 82[5.5 µM]; RPMI-8226: 56[5.5 µM]; M14: 87[5.5 µM]; A549/ATCC: 74[5.5 µM]; HOP-62: 77[5.5 µM]

How did CCC(c1ccccc1)C(CC)c1ccc(O)cc1 (configuration not stated) do in these assays?
EKVX: 85; MOLT-4: 77; HOP-92: 78; CCRF-CEM: 79; RPMI-8226: 83; M14: 81; A549/ATCC: 100; HOP-62: 94

What do the screens show for `COC(=O)[C@]1(C)CCC[C@@]2(C)[C@H]1CC=C1C=C(C(C)C)CC[C@@H]12`?
EKVX: 93; MOLT-4: 119; HOP-92: 89; CCRF-CEM: 86; RPMI-8226: 89; A549/ATCC: 105; HOP-62: 97

How did Oc1ccc(Br)cc1Sc1cc(Br)ccc1O do in these assays?
MOLT-4: 40; HOP-92: 22; CCRF-CEM: 34; RPMI-8226: 4.1*; M14: 40; A549/ATCC: 51; HOP-62: 85

How did O=C(CNCc1cc(=O)oc2ccc3ccccc3c12)N1CCOCC1 do in these assays?
EKVX: 110; MOLT-4: 92; HOP-92: 91; CCRF-CEM: 98; RPMI-8226: 100; M14: 97; A549/ATCC: 85; HOP-62: 98

How did NS(=O)(=O)Oc1ccc2c(ccn2C(=O)C2CCCCC2)c1 do in these assays?
EKVX: 57; MOLT-4: 94; HOP-92: 98; CCRF-CEM: 68; RPMI-8226: 105; M14: 108; A549/ATCC: 104; HOP-62: 110

Results for COc1cc(C2CC(c3cccc(Nc4ccncc4)c3)=NN2c2cc(Cl)cc(Cl)c2)cc(OC)c1OC (configuration not stated) ?
EKVX: 66; MOLT-4: -23*; HOP-92: 37; CCRF-CEM: -17*; RPMI-8226: -14*; M14: 96; A549/ATCC: 18; HOP-62: -29*

What do the screens show for `CNCc1cccc2c1OCCOCCN(C)C(=O)CN(C)S(=O)(=O)c1ccc(cc1)-c1cnc(N)c(n1)C(=O)N2`?
EKVX: 42; MOLT-4: -1.7*; HOP-92: 47; CCRF-CEM: -18*; RPMI-8226: 89; M14: 2.4*; A549/ATCC: 12; HOP-62: -6.9*

What do the screens show for `COC(=O)C1=CC(=O)n2nc3n(-c4ccccc4)c(=O)/c(=C\c4ccc(OC)cc4)n3c2=NN1`?
EKVX: 87; MOLT-4: 95; HOP-92: 117; CCRF-CEM: 104; RPMI-8226: 101; M14: 100; A549/ATCC: 105; HOP-62: 101

Results for O=c1[nH]c(=S)[nH]c2sc3c(c12)CCC1(C3)OCCO1 ?
EKVX: 103; MOLT-4: 114; HOP-92: 93; CCRF-CEM: 93; RPMI-8226: 94; M14: 89; A549/ATCC: 99; HOP-62: 93

What do the screens show for `c1cn2c(ccc3nc(-c4cn[nH]c4)c4c(c32)CCCC4)n1`?
EKVX: 90; MOLT-4: 83; CCRF-CEM: 81; RPMI-8226: 81; M14: 32; A549/ATCC: 63; HOP-62: 72

What do the screens show for `C/C(=N\O)C1(C)CC=CCC1CO` (configuration not stated)?
EKVX: 122; MOLT-4: 95; HOP-92: 106; CCRF-CEM: 95; RPMI-8226: 107; M14: 114; A549/ATCC: 100; HOP-62: 99

Results for COc1cccc(-c2nc3sccn3c2-c2ccnc(NCCCNS(=O)(=O)c3cccc(F)c3)c2)c1 ?
EKVX: 31; MOLT-4: 3.3*; HOP-92: 49; CCRF-CEM: 10.0*; RPMI-8226: -20*; M14: 11; A549/ATCC: 18; HOP-62: 33

How did CC1=CC(O)(c2ccccn2)P(=O)(c2ccccc2)C=C1C (configuration not stated) do in these assays?
MOLT-4: 106; HOP-92: 117; RPMI-8226: 104; M14: 102; A549/ATCC: 99; HOP-62: 102

How did CCCCCC1(/C=N/NC(N)=S)NC(=O)NC1=O (configuration not stated) do in these assays?
EKVX: 103; MOLT-4: 97; HOP-92: 103; CCRF-CEM: 99; RPMI-8226: 104; M14: 106; A549/ATCC: 68; HOP-62: 91

Results for C(=C/c1ccnc(/C=C/c2ccccc2)c1)/c1ccccc1 ?
MOLT-4: 98; HOP-92: 78; CCRF-CEM: 100; RPMI-8226: 96; M14: 98; A549/ATCC: 96; HOP-62: 104

Screening data (PubChem BioAssay)
